MC4R antag cAMP: MC4R antagonists of cAMP signaling, primary screen, cell-based, TR-FRET, antagonist arm of biased-ligand search; Melanocortin receptor 4 (Homo sapiens), P32245; MC4R-expressing cells, MTII-stimulated cAMP, LANCE TR-FRET; inhibition, % at 6.5 µM; actives 0.48% (n = 360,000);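 active = inhibition above its plate's cutoff, the mean of tested wells on that plate plus 3 SD, cut at about 29% in these data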;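 note: 0% = Melanotan II alone and 100% = Melanotan II plus saturating MCL0020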
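Assay system: human MC4R-expressing U2OS cells; reagent: Melanotan II stimulation of cells; dosing: 6.5 µM single dose; timing: compound 30 min, challenge 1 h, detection 1 h; signal: TR-FRET cAMP assay; replicates: one well per compound, no replicates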
TLR9-MyD88 block: inhibitors of TLR9-MyD88 association in cells, primary screen, cell-based, CHO, BLA complementation, fluorescence | inhibition, % at 4.98 µM | CCF4 FRET ratio | AID 504734, 2011 | Toll-like receptor 9 (Homo sapiens) + Myeloid differentiation primary response protein … | actives 0.21% (n = 340,000);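 active = inhibition above the mean over all tested compounds plus 3 SD, cut at about 21% in these data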;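 note: 0% = DMSO only wells and 100% = clavulanate BLA inhibitor control wells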
EBV LMP1 NFkB: EBV LMP1-driven NF-kappaB luciferase reporter inhibitors, primary screen, cell-based, luminescence, single point; LMP1-induced NF-kappaB luciferase reporter cells; inhibition, % at 12.5 µM; actives 0.69% (n = 350,000); AID 504558, 2011; in the data active = inhibition above about 41%;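 note: 0% = neutral control wells and 100% = reference inhibitor control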
LRH-1 inv ag: LRH-1 (NR5A2) inverse agonists, primary screen, cell-based, luminescence, HEK293T, StAR-luciferase reporter | actives 0.13% (n = 360,000) | Nuclear receptor subfamily 5 group A member 2 (Homo sapiens), O00482 | LRH-1 transfected, 24 h | inhibition, % at 3.6 µM;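 active = inhibition above the mean inhibition of all tested compounds plus 3 SD, cut at about 73% in these data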;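 note: 0% = DMSO wells and 100% = reporter-only cells lacking LRH-1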
NOD2 RIPK2 PPI: NOD2-RIPK2 binding disruptors in cells, primary screen, fluorescence, CHO cells, BLA complementation | CCF4 ratio | inhibition, % at 4.98 µM | actives 0.38% (n = 360,000) | AID 624267, 2012; in the data active = inhibition above about 21%;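 note: 0% = vehicle only and 100% = reference blocker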
NR2F2 inh: NR2F2 transcriptional activity inhibitors, primary screen, cell-based, luciferase reporter, HEK293T, luminescence. COUP transcription factor 2 (Homo sapiens), P24468. HEK293T NGFI-A luciferase reporter. inhibition, % at 8.6 µM. actives 0.7% (n = 370,000). AID 686940, 2013;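 active = inhibition above a per-plate cutoff, mean inhibition of test wells between control levels plus 3 SD, cut at about 38% in these data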;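 note: cells cotransfected with COUP-TFII expression vector driving the NGFI-A reporter; 0% = median of COUP-TF2 test wells and 100% = reporter-only cells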
MC4R ag barr: MC4R agonists recruiting beta-arrestin, primary screen, cell-based, luminescence, agonist arm of biased-ligand search; activation, % at 8.9 µM; actives 0.98% (n = 360,000); U2OS MC4R beta-arrestin complementation; percent of melanotan II response, DMSO zero;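 active = activation above a per-plate cutoff, the mean activation of sample wells on that plate plus 3 SD, cut at about 8% in these data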
NCOA1 inh: SRC1 coactivator transcriptional activity inhibitors, primary screen, cell-based, luminescence; Nuclear receptor coactivator 1 (Homo sapiens), Q15788; HEK293 GAL4-SRC1 luciferase reporter; inhibition, % at 3.6 µM; actives 0.12% (n = 360,000);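 active = inhibition above the campaign mean plus 3 SD, with each screening campaign given its own cutoff, cut at about 60% in these data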;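 note: 0% = DMSO treated cells and 100% = gossypol at 36 µM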
Target sequence (Q15788 whole entry, looked up, the tested form may be a part): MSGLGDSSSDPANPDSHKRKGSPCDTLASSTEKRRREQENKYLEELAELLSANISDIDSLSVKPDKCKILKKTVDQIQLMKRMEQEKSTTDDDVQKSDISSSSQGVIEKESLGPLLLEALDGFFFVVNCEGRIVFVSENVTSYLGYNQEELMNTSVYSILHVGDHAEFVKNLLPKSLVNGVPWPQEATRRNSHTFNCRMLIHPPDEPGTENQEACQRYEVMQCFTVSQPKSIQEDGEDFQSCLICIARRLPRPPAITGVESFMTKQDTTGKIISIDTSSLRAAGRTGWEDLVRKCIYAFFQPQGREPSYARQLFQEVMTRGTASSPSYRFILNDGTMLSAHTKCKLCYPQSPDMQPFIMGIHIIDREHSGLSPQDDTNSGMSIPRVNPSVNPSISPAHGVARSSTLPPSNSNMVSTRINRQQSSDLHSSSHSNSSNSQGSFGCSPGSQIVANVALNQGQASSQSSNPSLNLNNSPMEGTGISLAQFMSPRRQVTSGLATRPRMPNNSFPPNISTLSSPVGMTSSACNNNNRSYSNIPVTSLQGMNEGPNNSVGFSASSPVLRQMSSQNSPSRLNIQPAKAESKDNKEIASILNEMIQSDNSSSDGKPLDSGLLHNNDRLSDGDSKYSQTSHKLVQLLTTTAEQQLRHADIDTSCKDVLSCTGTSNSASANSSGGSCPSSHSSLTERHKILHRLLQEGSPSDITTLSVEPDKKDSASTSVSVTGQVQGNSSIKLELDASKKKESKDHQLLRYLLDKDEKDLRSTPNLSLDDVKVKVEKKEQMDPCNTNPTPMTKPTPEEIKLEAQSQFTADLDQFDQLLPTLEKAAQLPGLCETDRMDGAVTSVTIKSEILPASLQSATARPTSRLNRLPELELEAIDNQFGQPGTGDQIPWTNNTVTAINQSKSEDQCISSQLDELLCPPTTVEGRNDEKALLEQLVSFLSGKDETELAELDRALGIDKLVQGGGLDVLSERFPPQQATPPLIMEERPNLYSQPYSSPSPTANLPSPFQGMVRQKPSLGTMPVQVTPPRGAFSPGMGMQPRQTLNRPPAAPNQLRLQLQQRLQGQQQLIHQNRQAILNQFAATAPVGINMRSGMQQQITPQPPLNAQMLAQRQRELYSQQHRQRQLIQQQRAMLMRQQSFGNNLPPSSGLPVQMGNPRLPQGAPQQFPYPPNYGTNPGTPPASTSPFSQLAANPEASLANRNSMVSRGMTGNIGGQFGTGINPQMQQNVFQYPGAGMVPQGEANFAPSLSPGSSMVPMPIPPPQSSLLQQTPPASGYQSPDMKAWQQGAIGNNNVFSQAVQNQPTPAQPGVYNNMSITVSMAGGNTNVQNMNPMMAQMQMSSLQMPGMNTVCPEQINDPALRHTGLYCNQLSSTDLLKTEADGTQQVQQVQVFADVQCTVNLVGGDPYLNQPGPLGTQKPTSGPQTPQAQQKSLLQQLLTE
ABHD5-PLIN5 inh: ABHD5-PLIN5 interaction inhibitors, primary screen, cell lysate, split luciferase complementation, luminescence; Perilipin-5 (Homo sapiens) + 1-acylglycerol-3-phosphate O-acyltransferase ABHD5 (Homo …; Split G. princeps luciferase complementation, 4 h; inhibition, % at 4 µM; actives 0.78% (n = 360,000); AID 602281, 2012;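 active = inhibition above the mean inhibition across every tested compound plus 3 SD, cut at about 22% in these data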;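 note: 0% = DMSO only wells and the 100% control is not disclosed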
NCOA3 inh: SRC3 coactivator transcriptional activity inhibitors, primary screen, cell-based, luminescence | HEK293 GAL4-SRC3 luciferase reporter | actives 0.17% (n = 360,000) | inhibition, % at 3.6 µM | AID 588352, 2011;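 active = inhibition above a per-campaign cutoff, the mean of all compounds plus 3 SD, cut at about 60% in these data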;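 note: 0% = DMSO-treated cells and 100% = gossypol-treated cells at 36 µM; higher means less SRC3-driven luciferase light from the GAL4 reporter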
NCOA2 inhibitor: inhibition of GAL4-SRC2 driven luciferase reporter, primary screen, SRC2 inhibitor project, cell-based, luminescence; actives 0.17% (n = 370,000); AID 651957, 2012; inhibition, % at 9 µM; Nuclear receptor coactivator 2 (Homo sapiens), Q15596; HEK293 GAL4-SRC2 luciferase reporter;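 active = inhibition above the mean inhibition of all tested compounds plus 3 SD, set per campaign, cut at about 52% in these data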;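 note: 0% = DMSO treated cells and 100% = cells given Gossypol at 36 µM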
* = called active by the depositor; nt = not tested or not shown. Not all compounds are listed. The share of hits here may be higher or lower than overall.

SMILES	MC4R antag cAMP	TLR9-MyD88 block	EBV LMP1 NFkB	LRH-1 inv ag	NOD2 RIPK2 PPI	NR2F2 inh	MC4R ag barr	NCOA1 inh	ABHD5-PLIN5 inh	NCOA3 inh	NCOA2 inhibitor
COc1ccccc1NC(CC(=O)c1ccccc1)C(=O)OCC(=O)c1ccc(F)cc1 (configuration not stated)	-2	7	-36	-111	-6	-23	-2.4	-102	8	-50	-70
CC(=O)NC1=NN(C(C)=O)C(C)(c2cccnc2)S1 (configuration not stated)	8	11	-4	16	-5	-3	-1.1	-13	2	7	2
COc1ccc(C(=O)COC(=O)c2ccc(NC(C)=O)cc2)cc1[N+](=O)[O-]	-4	5	-12	35	4	-18	-2.2	6	-4	12	3
O=C(Nc1nnc(SCC(=O)N2CCCc3ccccc32)s1)c1ccccc1	4	7	3	-83	-1	-28	-0.6	-70	0	-54	-68
O=C(NC1C2CC3CC(C2)CC1C3)c1ccc(N2CCNCC2)c([N+](=O)[O-])c1 (configuration not stated)	3	4	6	-16	-2	18	2.7	-11	-3	6	-1
COc1ccc(S(=O)(=O)N2CCN(C(=O)C3CC3)CC2)cc1	21	-12	7	-9	-8	-9	0.1	-24	0	-5	-24
O=C(CCCn1c(=O)[nH]c2cc(Cl)ccc2c1=O)NC1CCCCCC1	1	6	2	-15	-3	-7	0.3	1	-4	-3	-7
CC(C)Cn1c(CN(Cc2ccccc2)Cc2ccccc2)nc2c1c(=O)n(C)c(=O)n2C	11	-1	-6	22	6	2	1.9	-31	-4	-4	21
COc1ccc(CCN(C)Cc2nc(-c3cnccn3)no2)cc1OC	6	-11	-1	14	6	0	-1.5	9	3	14	0
COc1cc(/C=C2\N=C(c3ccccc3)OC2=O)ccc1OCc1c(C)no[n+]1[O-]	0	-9	-3	14	-2	-6	-0.3	3	5	11	2
Cc1ccc(-c2nnn(C/C(N)=N/O)n2)cc1	17	5	1	-12	-1	0	-4.1	-27	3	-6	-14
COc1cc([C@@H]2CC=C(C(=O)O)[C@H](c3ccc(C)cc3)N2S(=O)(=O)c2ccc(C)cc2)cc(OC)c1OC	8	-4	-3	-11	-6	8	1.9	11	-7	-8	-15
Cc1cccc(C(=O)Oc2ccc(/C=N/NC(=O)Cc3ccc([N+](=O)[O-])cc3)cc2)c1	-4	2	-1	9	-3	1	3.0	19	8	11	-3
CCOC(=O)c1sc(Nc2ccc(F)cc2)nc1C	28	7	-14	-48	-2	-14	-1.0	-17	-2	-30	-10
Cc1ccc(C(=O)Nc2nc3ccccc3s2)s1	24	-1	-52	-144	-5	-39	-1.9	-107	-6	-67	-21
Cc1cccc(C(=O)c2cn[nH]c2-c2ccc(C)cc2O)c1	-1	3	-4	-5	4	-18	-0.1	-3	-6	-2	-2
Cc1ccc2cc(C(=O)O)c(C)nc2c1	1	10	-7	-11	-8	-9	-1.9	-2	1	3	-2
COc1cccc(NC(=O)c2cc(=O)c3ccccc3o2)c1	1	1	-2	-6	-5	-6	-1.5	-5	1	-35	-18
COC(=O)C1=C(N)Oc2cc(C)n(Cc3ccncc3)c(=O)c2C1c1cccnc1 (configuration not stated)	16	1	3	-5	-6	4	-0.4	-7	6	9	-21
COc1ccc(C(=O)COC(=O)CNC(=O)C2CCCCC2)c(OC)c1	21	-9	1	-14	-13	-3	0.4	-3	0	-17	-14
O=C(c1ccco1)N1CCN(C(=O)C2CC(c3ccc(Cl)c(Cl)c3)=NO2)CC1 (configuration not stated)	4	-7	-1	-11	6	10	1.6	1	2	7	8
CCOC(=O)COC(=O)c1ccc(Oc2cc(C)nc(SC)n2)cc1	10	2	-4	-3	-3	7	-0.9	10	4	-10	11
COC(=O)CCCC1=CC2=CC(=O)C(C)(OC(=O)c3cccs3)C(=O)C2=CN1CCN1CCOCC1 (configuration not stated)	-5	3	0	-1	-7	-9	-1.2	-4	-5	-2	3
Cc1cc(C)c(NC(=O)CCCOC(=O)C2=COCCO2)c(C)c1	-5	-9	2	0	-8	-7	1.7	0	-4	15	19
Cc1ccnc(NC(=O)CCNC(=O)c2ccccc2Cl)c1	2	-1	-24	-63	-4	16	-2.1	-49	6	-62	-2
COCCOC(=O)c1c(NC(=O)CNc2ccc(C)c(F)c2)sc(C(N)=O)c1C	5	10	3	-25	-5	7	2.9	-2	0	12	-24
COc1ccc(/C=C/C(=O)N(CC(C)C)CC(C)C)cc1Br	-2	-5	5	-9	1	16	1.1	-13	-1	5	15
COC(=O)c1ccc(OC)c(CSc2nnc(COc3cccc(C)c3)o2)c1	-5	4	-1	-16	2	2	-1.1	-19	3	2	0
Cc1[nH]c2ccccc2c1C(=O)COC(=O)CCS(=O)(=O)c1ccccc1Cl	2	5	7	-9	4	4	-2.0	-3	4	2	4
O=C1CCc2cc(S(=O)(=O)N3CCN(c4cccc(C(F)(F)F)c4)CC3)ccc2N1	-2	7	-39	-10	-7	nt	5.3	9	-2	16	nt
COc1ccc(OC)c(NC(=O)Cc2coc3cc(C)cc(C)c23)c1	1	4	3	2	-6	11	-0.4	17	-3	7	6
CS(=O)(=O)N(CC(=O)O)Cc1cccc(CN(CC(=O)O)S(C)(=O)=O)c1	4	-4	-4	-9	2	2	1.7	-10	16	10	-1
CN(C)CCNc1ccc2ncn3c4ccc(O)cc4c(=O)c1c23	-28	-8	35	63	15	-43	-0.9	56	-30	15	-131
Brc1ccccc1-c1nnc(COc2ncnc3c2cnn3-c2ccccc2)o1	1	0	-10	-23	-5	nt	-0.3	0	0	-9	nt
O=C(/C=C/c1ccc2c(c1)OCO2)Nc1cccnc1	1	9	-20	-26	1	-29	-3.6	-68	3	-22	-45
Cc1cccc(Oc2ccccc2NS(=O)(=O)c2ccc(CCC(=O)O)cc2)c1	14	13	4	-2	5	-1	-0.8	9	-5	22	4
CN(C)c1nc(C=C(C#N)C#N)c(Cl)n1-c1ccc(F)cc1	-6	7	-47	-1	2	-20	-0.4	-17	2	3	-99
S=C(NCCCN1CCOCC1)Nc1cccc(-c2nnc3n2CCCCC3)c1	1	13	-3	-7	7	-9	3.3	20	7	12	3
ON=Cc1ccnc2ccccc12	-5	6	-1	-3	2	-2	-1.9	22	-1	13	3
O=C1CC(N2CCN(c3ccc(Cl)c(Cl)c3)CC2)C(=O)N1 (configuration not stated)	11	3	4	8	2	-5	-1.4	-9	2	25	-14
NC(=O)C1CCN(C(=O)CCC(=O)c2cccs2)CC1	5	7	-4	6	-7	2	-0.9	-10	1	-8	-13
CC1CCCCN1C(=O)COC(=O)c1ccc(=O)n(Cc2ccccc2)n1 (configuration not stated)	7	-9	-12	9	-5	-15	-0.3	-14	1	-1	-1
COc1ccccc1-n1nnnc1SCC(=O)NCC1(N2CCOCC2)CCCCC1	2	0	3	-5	-7	-2	-1.1	-5	2	6	5
O=C(Nc1ccccc1)C1C2/C=C\CCCCC21 (configuration not stated)	8	-2	-5	9	-7	-8	-0.3	-9	0	-7	-26
CN1C(=O)[C@@](O)(CC(=O)c2ccccc2)c2cc(Br)ccc21	nt	nt	nt	2	0	5	nt	nt	9	nt	10
COc1cc(/C=C(\C#N)c2nc3ccccc3[nH]2)cc(Br)c1OCc1ccc(F)cc1	1	6	5	-33	-16	3	0.4	-28	-2	19	-13
O=C(Nc1ccnn1C1CCN(CCCc2ccccc2)CC1)c1cccc(F)c1	3	3	2	-17	-3	2	1.5	-5	12	14	14
COc1ccc2ccccc2c1/C=N\NC(=O)c1ccc(C)s1	4	-3	-8	-20	8	4	-3.0	1	-1	-9	3
O=C(CS(=O)(=O)c1cn(CC(=O)N2CCCC2)c2ccccc12)Nc1ccccc1	2	-1	-3	11	-13	-10	-3.7	-24	-4	-14	-36
CC1CCN(S(=O)(=O)c2ccc(NC(=O)CN3CCCCCC3)cc2)CC1	11	-9	5	-2	-9	0	5.8	-5	-7	15	-35
Cn1nc(C(=O)NCc2cccnc2)c2ccccc2c1=O	-6	0	-2	2	5	-8	1.1	6	1	-15	-13

For reference, 8 of the compounds above:
SMILES	MC4R antag cAMP	TLR9-MyD88 block	EBV LMP1 NFkB	LRH-1 inv ag	NOD2 RIPK2 PPI	NR2F2 inh	MC4R ag barr	NCOA1 inh	ABHD5-PLIN5 inh	NCOA3 inh	NCOA2 inhibitor
COc1ccc(CCN(C)Cc2nc(-c3cnccn3)no2)cc1OC	6	-11	-1	14	6	0	-1.5	9	3	14	0
COc1cc(/C=C2\N=C(c3ccccc3)OC2=O)ccc1OCc1c(C)no[n+]1[O-]	0	-9	-3	14	-2	-6	-0.3	3	5	11	2
Cc1ccc(-c2nnn(C/C(N)=N/O)n2)cc1	17	5	1	-12	-1	0	-4.1	-27	3	-6	-14
COc1cc([C@@H]2CC=C(C(=O)O)[C@H](c3ccc(C)cc3)N2S(=O)(=O)c2ccc(C)cc2)cc(OC)c1OC	8	-4	-3	-11	-6	8	1.9	11	-7	-8	-15
Cc1cccc(C(=O)Oc2ccc(/C=N/NC(=O)Cc3ccc([N+](=O)[O-])cc3)cc2)c1	-4	2	-1	9	-3	1	3.0	19	8	11	-3
CCOC(=O)c1sc(Nc2ccc(F)cc2)nc1C	28	7	-14	-48	-2	-14	-1.0	-17	-2	-30	-10
Cc1ccc(C(=O)Nc2nc3ccccc3s2)s1	24	-1	-52	-144	-5	-39	-1.9	-107	-6	-67	-21
Cc1cccc(C(=O)c2cn[nH]c2-c2ccc(C)cc2O)c1	-1	3	-4	-5	4	-18	-0.1	-3	-6	-2	-2

Screening data (PubChem BioAssay)
